XBP1 UPR activ = activators of adaptive arm of unfolded protein response (XBP1) | CHO-XBP1 luciferase reporter, IRE1-XBP1 UPR activation, luminescence; percent of tunicamycin response, DMSO as zero | activation, % at 20 µM | 330,000 compounds, 0.33% hits;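 active = versus positive control, 20 µM dose yields 30% or more activation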;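 note: 100% = tunicamycin at 10 µg/mL and 0% = DMSO only wells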
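Material: CHO cell line with stable XBP1 luciferase reporter; buffer or medium: F12 medium containing 10% fetal bovine serum; compound: single point, 20 µM final compound, 1% DMSO; incubation: 6 h treatment, 37 °C; measured by: glow luminescence from Steady-Glo reagent; evaluation: activation, % of tunicamycin; control set: tunicamycin high, DMSO low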
APJ ag = APJ receptor agonism; 330,000 compounds, 0.11% hits; P35414; CHO-K1 APJ PathHunter beta-arrestin, luminescence; 0% DMSO wells, 100% apelin; activation, % at 20 µM;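 active = activation more than six SD over the plate average, tested at 20 µM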;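 note: 0% = DMSO alone and 100% = apelin-13 at 10 nM; some results filed as inactive read as strong as hits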
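Test system – PathHunter CHO-K1 APJ (AGTRL-1) beta-arrestin reporter cells · Input – 1000 cells/well · Compound – single test compound dose, 20 µM final, 1% DMSO · Times – compound stimulation 90 min at 25 °C, detection 60 min · Technique – beta-gal luminescence · Read-out basis – APJ–arrestin association signal · Control set – negative DMSO alone, positive Apelin-13 at 10 nM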
EBI2 block = blocks human EBI2 receptor beta-arrestin signaling; inhibition, % at 5 µM; 360,000 compounds, 0.81% hits; EBI2 beta-arrestin recruitment, luminescence, 7a,25-OHC stimulated; P32249; in the data active = inhibition above about 38%;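 note: enzyme fragment complementation signal reports receptor beta-arrestin coupling in cells; 0% = agonist plus DMSO wells and 100% = wells without agonist; some results beyond the cut were filed as inactive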
Target sequence (P32249 whole entry, looked up, the tested form may be a part): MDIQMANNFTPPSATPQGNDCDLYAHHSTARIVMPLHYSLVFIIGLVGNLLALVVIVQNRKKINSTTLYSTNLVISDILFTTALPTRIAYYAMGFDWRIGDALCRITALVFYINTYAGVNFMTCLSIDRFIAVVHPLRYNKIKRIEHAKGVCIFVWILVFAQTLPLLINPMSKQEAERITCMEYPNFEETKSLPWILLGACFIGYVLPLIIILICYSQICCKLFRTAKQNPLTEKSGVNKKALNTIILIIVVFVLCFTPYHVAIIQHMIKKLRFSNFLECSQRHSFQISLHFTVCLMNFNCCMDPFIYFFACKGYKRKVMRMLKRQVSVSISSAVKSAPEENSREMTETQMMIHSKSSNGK
tim23-1 inh = growth inhibitors of tim23-1 mutant yeast | S. cerevisiae tim23-1 growth, BacTiter-Glo luminescence, 24 h | inhibition, % at 20 µM | 330,000 compounds, 1.3% hits;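 active = growth inhibition of the mutant yeast at or above 50%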;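 note: temperature-sensitive mutant grown at 25 °C; plate controls were DMSO-treated mutant yeast for no effect and medium wells lacking yeast for full effect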
Mdm2 MdmX PPI = disrupts the human Mdm2-MdmX interaction. inhibition, % at 8 µM. O15151+Q00987. SaOS-2 split-luciferase Mdm2/MdmX complementation, luminescence. 330,000 compounds, 3% hits;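 active = inhibition of at least 50% at 8 µM in the primary screen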
CCR6 antag = CCR6 (human) receptor antagonism | CHO-K1 CCR6 PathHunter beta-arrestin, luminescence, CCL20-stimulated | inhibition, % at 20 µM | 340,000 compounds, 0.49% hits | AID 493098;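 active = compounds whose inhibition of the agonist-driven luminescence signal at 20 µM reaches about 50%, limit read from the data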;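 note: cells stimulated with CCL20 at 14 nM final; plate controls were DMSO with CCL20 for no effect and DMSO without agonist for full effect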
APJ antag = antagonists of human APJ apelin receptor. inhibition, % at 20 µM. CHO-K1 APJ beta-arrestin complementation, luminescence. P35414. 330,000 compounds, 0.32% hits;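 active = inhibition above about 40% at 20 µM, limit read from the data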;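 note: cells challenged with 10 nM apelin-13 agonist together with compound; plate controls were apelin-13 plus DMSO wells for no effect and DMSO wells lacking apelin-13 for full effect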
CXCR6 inh = inhibitors of human CXCR6 receptor. O00574. CHO-K1 PathHunter CXCR6 beta-arrestin, luminescence. inhibition, % at 20 µM. 360,000 compounds, 0.36% hits; in the data active = inhibition above about 34%, passing the limit was not always enough;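 note: antagonist mode with CXCL16 agonist at 10 nM final; 0% = 10 nM CXCL16 with DMSO and 100% = unstimulated wells without agonist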
Target sequence (O00574 whole entry, looked up): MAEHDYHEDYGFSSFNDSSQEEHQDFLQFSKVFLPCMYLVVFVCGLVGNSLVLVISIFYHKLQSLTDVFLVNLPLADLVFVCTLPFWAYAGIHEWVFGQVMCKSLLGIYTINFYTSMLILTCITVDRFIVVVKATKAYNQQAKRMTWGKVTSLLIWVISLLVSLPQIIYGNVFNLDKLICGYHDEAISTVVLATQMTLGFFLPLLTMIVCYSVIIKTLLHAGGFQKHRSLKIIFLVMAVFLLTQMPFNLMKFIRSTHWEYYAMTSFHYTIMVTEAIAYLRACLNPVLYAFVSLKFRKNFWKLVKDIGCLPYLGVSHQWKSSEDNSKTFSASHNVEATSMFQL
CHOP UPR activ = apoptotic UPR (CHOP) activation; CHO-CHOP luciferase reporter, luminescence; percent of tunicamycin response over DMSO baseline; activation, % at 10 µM; 330,000 compounds, 0.34% hits;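 active = at 10 µM dose, activation of 40% or more, normalized to positive control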;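 note: 100% = tunicamycin at 10 µg/mL and 0% = DMSO alone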
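System: CHO CHOP reporter cells. Amount: 500 cells per well. Buffer or medium: F12 medium, 10% FBS. Compound dosing: one dose, 10 µM in 0.5% DMSO. Incubation: 6 h compound exposure at 37 °C after overnight seeding. Technique: Steady-Glo luciferase luminescence. Benchmarks: tunicamycin and DMSO controls.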
The depositor's hits bear a star; nt = no result given. Not all compounds are listed; rates above refer to the full screens.

Sequence of screens: XBP1 UPR activ, APJ ag, EBI2 block, tim23-1 inh, Mdm2 MdmX PPI, CCR6 antag, APJ antag, CXCR6 inh, CHOP UPR activ
O=C(COC(=O)c1cccs1)NCc1ccco1
 : -7, -1, -7, 3, 3, 0, 11, -6, 0.1
COC(=O)c1ccccc1NC(=O)CSc1nc(N)cc(=O)[nH]1
 : 2, -1, 7, 14, 22, 13, 2, -10, -1.4
COC(=O)C1=C(C)N(c2cccc3ccccc23)C(=O)C1
 : -1, 1, -8, 25, 13, 5, -5, 1, 1.2
CC(=O)c1c(C(C)=O)c(C)n(NC(=O)c2ccncc2)c1C
 : -3, -4, 8, 0, 27, 6, 8, 4, 0.5
COC(=O)c1nnn(CC(=O)Nc2cc(Cl)ccc2C)c1C(=O)OC
 : -1, -3, -15, 2, 15, -4, -2, -8, -2.8
Cc1ccc(CN(C(=O)CNC(=O)c2cccs2)C(C(=O)NCC2CCCO2)c2ccccc2)cc1 (stereo unspecified)
 : 1, -3, -3, 3, 15, 5, -13, -4, -1.7
COc1ccc(-c2ccnc3c(C(=O)O)cnn23)cc1
 : -2, -1, -8, 2, -31, -16, -4, 3, 0.8
O=C(COc1ccc(Br)cc1)Nc1ccccc1C(=O)N1CCOCC1
 : -3, -5, -5, 15, 21, 17, 3, 3, -0.6
Cc1cccc(C)c1OCC(=O)NNC(=O)c1ccoc1C
 : 0, -4, -4, 9, 9, -16, 4, 2, -0.5
COc1ccc(CNCCC(c2ccc(OC(C)C)cc2)c2ccccc2OC)cc1 (stereo unspecified)
 : 3, -3, 16, 15, 97*, 14, 26, -6, 0.7
Clc1ccc(CONc2ncnc3nonc23)c(Cl)c1
 : -1, 0, -2, 31, -38, 21, 11, -4, -2.3
O=c1[nH]c(/C=C\c2cccc(O)c2)nc(O)c1[N+](=O)[O-]
 : 0, 0, 6, -2, 11, 1, 9, 3, -0.4
Cc1cccc(NS(=O)(=O)c2cc(C(=O)N3CCCC3)ccc2Cl)c1
 : 1, 2, -15, 0, 27, 4, 9, -3, -1.8
COC(=O)CSc1cccc2c1C(=O)CC2c1ccccc1 (stereo unspecified)
 : -1, -3, -10, 25, 30, 11, 12, -1, -0.6
O=C(NC1CCCCC1)c1ccc(-c2ccccc2)cc1
 : 1, -4, 3, 2, -3, 9, 8, 8, 2.1
C=CC[C@H](CC(=O)NCCO)C(=O)N[C@@H](C)COC(=O)[C@H](CC=C)CC(=O)OC(C)(C)C
 : -2, -1, -4, 17, 11, -4, -4, -9, 2.1
CCOC(=O)CN(C(=O)COC(=O)C1(c2ccccc2)CC1)c1ccc(F)cc1
 : 1, 3, -8, 21, 14, 15, 0, 4, -2.3
Cc1c(C)c2cc3c4c(oc3c(C)c2oc1=O)CCCC4
 : 2, 0, -16, 34, -27, 19, -14, -9, -1.1
Cc1nn(C)c(C)c1CN(C(=O)CCc1nnc(Cc2c[nH]c3ccccc23)o1)C(C)C
 : -1, -2, -5, 21, -25, -4, -3, -14, -1.0
CC(C)n1ncc2c(C(=O)N3CCN(Cc4ccc(Br)s4)CC3)cc(C3CC3)nc21
 : 2, -1, 10, 39, 0, 31, -6, 5, -0.7
COc1cc(/C=C/C(=O)OCc2c(C)noc2C)ccc1OC(F)F
 : 4, -3, -1, 14, 14, 28, 1, 6, -2.5
COc1ccccc1N(C)S(=O)(=O)c1ccc(C(=O)Nc2ncc(C)s2)cc1
 : 0, -2, 8, 9, -3, 11, 3, -4, -0.2
O=C(COc1ncnc2ccccc12)N1CCN(S(=O)(=O)c2ccc(Cl)cc2)CC1
 : 2, 4, -3, 12, 11, -20, 1, -12, -0.2
CC(C)(C)N(Cc1ccccc1)C(=O)COC(=O)C1CC1
 : -1, -3, -8, 15, -10, 3, 8, 11, 2.4
COc1ccc(CCNC(=O)CCCC(=O)n2nc(C)c3ccccc32)cc1OC
 : -3, 1, 8, 7, 22, 12, 5, 2, 0.4
O=C1CCCC(=O)N1c1ccc(N2CCOCC2)c([N+](=O)[O-])c1
 : -3, -5, -2, 0, -38, 10, 4, 0, -0.7
CN(C)CCCN(C(=O)COc1ccccc1)c1nc2ccc(F)cc2s1
 : -2, -6, -2, 3, -5, 15, -2, 2, -0.1
CCS(=O)(=O)c1ccc(-c2cccc(NC(=O)COc3ccc(Cl)cc3)c2)nn1
 : -3, 3, -3, -16, 25, 14, 1, 0, 4.4
CCCOc1ccccc1OCC(=O)Nc1cccc(S(=O)(=O)NC2=NCCC2)c1
 : -4, -4, 4, 13, 2, 17, -31, -4, -1.8
CC(=O)N=c1sccn1CC(=O)c1ccc([N+](=O)[O-])cc1
 : -1, 2, -1, 7, -9, -11, -30, -3, 1.0
NC(=S)N/N=C/c1c[nH]c2ccc(OCc3ccccc3)cc12
 : -2, 5, 8, 31, 20, -14, -19, 2, 4.4
CCCCCCCCCCn1cc(C(C)=O)c(=O)[nH]c1=O
 : 1, 1, -2, 0, 14, 7, 2, 1, -0.7
Cc1ccc(NC(=O)CCSc2ccccc2)c(C)c1
 : 2, 0, 3, 0, 1, nt, -7, 3, 2.9
O=C(CNC(c1ccccc1)c1ccccc1)Nc1c(F)cccc1F
 : -1, -2, -4, 33, 17, 17, 7, -1, 0.3
CCCCOc1ccc(/C=C/C(=O)NC2=Nc3ccccc3NC(C)=C2C(=O)OCC)cc1OC
 : -3, -4, 21, -5, -9, 21, 2, 2, 0.8
CSCCC(NC(=O)COc1ccccc1)C(=O)N1CCCCC1 (stereo unspecified)
 : -1, -5, 0, 1, 13, -2, 4, 5, -0.1
O=C(CCc1ccc(Oc2cc([N+](=O)[O-])cc([N+](=O)[O-])c2)cc1)N1CCCCC1
 : -3, 4, 7, 11, 6, -10, -21, -8, -0.9
CCC(=O)OCC(=O)Nc1ccc2c(c1)OCO2
 : -2, -4, 0, -12, 3, 6, 14, 3, 0.7
CS(=O)(=O)N(CC(=O)NCc1ccncc1)c1ccc(Cl)c(Cl)c1
 : 0, -2, -2, 12, 15, 5, 11, -4, -0.4
COC(=O)c1sc(NC(=O)CC(C)C)c(C(=O)OC)c1C
 : -1, -2, -12, 39, 25, 20, 10, -2, 0.8
Cc1sc(NC(=O)CSc2nnnn2C2CCCC2)c(C#N)c1C
 : -4, 0, -12, 2, 28, 10, -3, 0, -1.8
O=C(CSc1nnnn1-c1ccc(O)cc1)Nc1cccc(S(=O)(=O)N2CCCC2)c1
 : -6, 4, 3, 15, 24, 17, -4, 0, 0.3
Cc1ccc(N(CC(=O)NCc2ccc(F)cc2)C(=O)c2csnn2)cc1C
 : 1, -3, -5, 8, 1, 8, -14, -5, -0.5
COc1ccc(-n2nc(C(=O)NCCCN3CCOCC3)c3ccccc3c2=O)c(OC)c1
 : -3, 5, -8, 10, 36, 12, 14, 0, 2.4
O=C(Nc1ncccc1Cl)C(Sc1ccccc1)c1ccccc1 (stereo unspecified)
 : 2, -5, 3, 11, -17, 20, -1, 2, -1.7
COC(=O)c1cc(OC)c(OC)cc1NC(=O)c1cccc(OC)c1OC
 : 0, -1, 5, 11, 14, 7, 7, 5, -0.4
O=C(CNCc1ccco1)Nc1ccc(N2CCCCCC2)cc1
 : -2, -1, -3, 19, 7, 16, -8, 6, 0.4
CC(C)[C@H](NC(=O)NCc1cccs1)C(=O)O
 : 0, 1, -4, 1, -18, -8, -5, -12, -2.1
O=C1NN(c2ccc(F)cc2)C(=O)/C1=C/c1cccs1
 : 13, -4, 8, 5, -4, 6, 0, 7, 10
O=C(Cn1c(=O)n(-c2ccccc2)c(=O)c2sccc21)NCc1ccccc1
 : 0, -2, -4, 13, 3, 14, 2, 7, -0.4
CCOc1ccc(C(=O)N2CCN(Cc3ccccc3)CC2)cc1
 : -5, 2, 44, 3, 20, -4, -2, -3, 2.7
Cc1cc(NC(=O)CSc2nc3ccccc3[nH]2)n(-c2ccccc2)n1
 : -1, -4, 10, -2, 5, 11, -17, -6, -1.4
Cc1nn(Cc2ccc(C(=O)Nc3nc4c(C)cccc4s3)o2)c(C)c1Br
 : -2, 1, 31, 30, 8, -21, 3, -3, 1.5
CC(=O)Nc1ccc(C(=O)N/N=C/c2cc(Br)cc(Br)c2O)cc1
 : -2, 0, 5, 11, 38, 1, -5, -5, -0.9
Cc1ccc(S(=O)(=O)Nc2ccc(N(C)S(=O)(=O)c3ccc(C)cc3)cc2)cc1
 : -2, -1, 5, 18, 12, 8, 4, 6, -2.0
CC(=O)c1ccc(Oc2cnccn2)cc1
 : 1, -1, -1, -4, -26, -9, -8, 0, 0.7
Cc1cccc(NC(=O)CNC(=O)CN2C(=O)NC3(CCc4ccccc43)C2=O)c1C (stereo unspecified)
 : -2, -1, -5, -11, 9, 1, 4, 5, 3.1
O=C(CSc1n[nH]c(-c2ccccc2)n1)Nc1ccc(Br)cn1
 : -2, -3, 0, -6, 37, -17, 24, 1, -0.2
CCOc1cc(Br)ccc1S(=O)(=O)NCc1ccccc1
 : 2, 0, -8, 17, 10, 8, 4, -7, -0.1
Cc1cc(Cl)c2oc(C(=O)N(CCO)Cc3ccccc3)c(C)c2c1
 : 1, 1, 13, 32, -7, 15, -5, 0, 0.0
CCCCNc1c([N+](=O)[O-])ncn1C
 : -1, -3, -1, 16, 9, 8, 9, 0, -0.1
Clc1ccc(-n2nnc(-c3cccnc3Cl)n2)cc1Cl
 : 1, 4, -3, 4, -148, 3, 1, -1, 2.2
COc1ccccc1NC(=O)C(C)NS(=O)(=O)c1ccc(F)cc1 (stereo unspecified)
 : -2, -3, -3, 10, 16, 8, 1, 2, -5.4

Screening data: PubChem BioAssay, Sanford-Burnham Center for Chemical Genomics
